PAD4 inh = inhibitors of human PAD4; Q9UM07; recombinant PAD4, RCA probe fluorescence polarization; inhibition, % at 6.36 µM; hit rate 0.41% among 330,000; AID 485272;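 active = percent inhibition above a cutoff equal to the mean of all tested compounds plus 3 SD, cut at about 15% in these data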;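 note: 0% = PAD4 with RCA probe and DMSO and 100% = probe without PAD4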
PAFAH2 inh = inhibitors of human PAFAH2 | recombinant PAFAH2, FP-rhodamine activity probe, fluorescence polarization | hit rate 0.99% among 340,000 | Q99487 | inhibition, % at 3.39 µM;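 active = inhibition above the mean over all tested compounds plus 3 SD, cut at about 30% in these data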;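 note: inhibitors block probe labeling of enzyme so polarization drops; 0% = enzyme with DMSO and 100% = wells lacking PAFAH2 protein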
pPAFAH inh = inhibitors of human plasma PAF acetylhydrolase (pPAFAH); recombinant pPAFAH, FP-rhodamine probe fluorescence polarization; inhibition, % at 3.39 µM; Q13093; AID 463082; hit rate 1.5% among 330,000;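 active = inhibition above the mean inhibition across the screen plus 3 SD, cut at about 25% in these data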;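 note: inhibitors block binding of the rhodamine activity-based probe so polarization drops; 0% = enzyme with DMSO and 100% = wells lacking pPAFAH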
LYPLA1 counter = counter-screen for PME1 inhibitors: inhibitors of human LYPLA1 | recombinant LYPLA1, FP-Rh probe fluorescence polarization | inhibition, % at 5.9 µM | hit rate 0.16% among 320,000 | AID 2174;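 active = inhibition above the mean of all tested compounds plus 3 SD, set per campaign, cut at about 14% in these data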;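 note: inhibitors block serine hydrolase probe labeling of LYPLA1 so polarization falls; 0% = enzyme with DMSO and 100% = wells lacking LYPLA1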
Target sequence (O75608 whole entry, looked up): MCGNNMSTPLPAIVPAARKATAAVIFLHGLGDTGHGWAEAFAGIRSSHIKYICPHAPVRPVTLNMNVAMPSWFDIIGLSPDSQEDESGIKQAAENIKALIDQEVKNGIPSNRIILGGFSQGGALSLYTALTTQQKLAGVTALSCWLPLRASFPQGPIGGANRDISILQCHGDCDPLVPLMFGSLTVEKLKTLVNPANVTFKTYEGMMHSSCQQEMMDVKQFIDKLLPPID
GSTO1 inh = blocks human GSTO1 in RBBP9 counter-screen; P78417; recombinant GSTO1, activity-based probe fluorescence polarization; inhibition, % at 5.96 µM; hit rate 1.1% among 300,000; AID 1974;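 active = inhibition above the campaign mean inhibition plus 3 SD, cut at about 35% in these data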;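 note: 0% = GSTO1-1 with DMSO and 100% = wells lacking GSTO1-1 enzyme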
Target sequence (P78417 whole entry, looked up): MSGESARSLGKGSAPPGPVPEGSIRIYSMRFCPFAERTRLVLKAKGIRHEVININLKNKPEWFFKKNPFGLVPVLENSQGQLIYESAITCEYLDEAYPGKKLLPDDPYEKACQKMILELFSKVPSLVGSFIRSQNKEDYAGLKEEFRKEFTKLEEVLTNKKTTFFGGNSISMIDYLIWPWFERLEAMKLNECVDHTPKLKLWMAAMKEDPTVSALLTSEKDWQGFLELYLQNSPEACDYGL
PAFAH1B3 inh = inhibitors of human PAFAH1B3 | AID 492972 | Q15102 | inhibition, % at 3.39 µM | hit rate 0.28% among 340,000 | recombinant PAFAH1B3, FP-rhodamine probe, fluorescence polarization;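 active = inhibition above the screen-wide average of all tested compounds plus 3 SD, cut at about 25% in these data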;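 note: 0% = enzyme with DMSO only and 100% = wells lacking PAFAH1B3 protein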
Target sequence (Q15102 whole entry, looked up): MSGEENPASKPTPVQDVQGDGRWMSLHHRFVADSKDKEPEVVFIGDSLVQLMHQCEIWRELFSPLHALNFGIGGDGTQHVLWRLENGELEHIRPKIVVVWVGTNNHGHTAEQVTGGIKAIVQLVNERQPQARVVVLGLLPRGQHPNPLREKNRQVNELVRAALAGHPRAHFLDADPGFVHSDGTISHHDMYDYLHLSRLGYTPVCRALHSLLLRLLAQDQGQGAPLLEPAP
PAFAH1B2 inh = PAFAH1B2 (human) inhibition; P68402; recombinant PAFAH1B2, FP-rhodamine activity probe, fluorescence polarization; inhibition, % at 3.39 µM; hit rate 1.2% among 340,000;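 active = inhibition above the mean of all tested compounds plus 3 SD, cut at about 24% in these data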;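 note: 0% = enzyme with DMSO and 100% = wells lacking PAFAH1B2; many of its hits are not listed in these tables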
Target sequence (P68402 whole entry, looked up): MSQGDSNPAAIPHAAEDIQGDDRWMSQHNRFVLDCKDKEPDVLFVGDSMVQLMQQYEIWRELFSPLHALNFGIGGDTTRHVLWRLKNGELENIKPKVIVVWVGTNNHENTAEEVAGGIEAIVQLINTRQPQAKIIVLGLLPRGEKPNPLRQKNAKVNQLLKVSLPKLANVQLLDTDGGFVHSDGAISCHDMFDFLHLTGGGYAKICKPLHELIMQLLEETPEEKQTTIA
PME-1 primary = blocks human protein phosphatase methylesterase 1 | Q9Y570 | recombinant PME-1, FP-Rh probe fluorescence polarization | inhibition, % at 5.9 µM | hit rate 0.53% among 320,000 | AID 2130;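 active = inhibition above the campaign mean of all compounds plus 3 SD, cut at about 26% in these data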;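 note: competitive labeling of PME-1 active site by serine hydrolase directed probe; 0% = PME-1 with DMSO and 100% = wells lacking PME-1 enzyme; inhibitors block probe labeling so polarization falls and inhibition rises; many of its hits are not listed in these tables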
Fam108B counter = counter-screen for RBBP9 inhibitors: inhibitors of mouse Fam108B; recombinant Fam108B, FP-Rh probe fluorescence polarization; inhibition, % at 9.51 µM; hit rate 0.33% among 300,000;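 active = inhibition above the screen mean inhibition plus 3 SD, computed separately per campaign, cut at about 18% in these data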;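 note: inhibitors lower polarization as less probe binds the enzyme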
An asterisk follows results filed as active; . = not tested or not shown. This is a subset; count on the stated rates, not on these rows.

Sequence of screens: PAD4 inh	PAFAH2 inh	pPAFAH inh	LYPLA1 counter	GSTO1 inh	PAFAH1B3 inh	PAFAH1B2 inh	PME-1 primary	Fam108B counter
CNc1ccc(Br)cc(C(=O)/C=C/c2ccc3c(c2)OCO3)c1=O
    -3	31*	45*	5	55*	5	-1	3	18*
CC(=O)CC1(O)C(=O)N(CN2CCN(c3ccccc3)CC2)c2ccccc21 (stereo not drawn)
    -3	7	0	1	9	4	-7	-4	-8
O=C(NC1CCCCCC1)C1c2ccccc2C(=O)N1Cc1ccco1 (stereo not drawn)
    2	11	-5	-3	-3	4	9	-2	4
CCN(CC)CC(=O)Nc1ccc2c(c1)N(C(=O)CN(CC)CC)c1ccccc1CC2
    -3	-9	3	-1	8	11	4	-1	-1
CCCCCCCCCC(=O)NNC(=O)c1c(O)c2ccccc2n(CCC)c1=O
    0	4	5	-1	-6	4	5	1	5
COc1ccc(-n2nc(C(=O)NCC(=O)NC(C)C)c3ccccc3c2=O)c(OC)c1
    -1	-9	0	2	1	-1	4	2	0
CCc1nonc1NC(=O)c1oc2ccc(C)cc2c1C
    -1	0	3	0	8	1	0	-5	0
CCN(CC)S(=O)(=O)c1cccc(N2CC(O)=C(c3ccccc3)C2=N)c1
    -2	3	-4	2	8	0	-1	4	12
CC(=NNS(=O)(=O)c1cccc([N+](=O)[O-])c1)c1ccc(-n2ccnc2)cc1
    -1	2	1	.	.	2	4	.	.
O=C(c1cccc(Cl)c1)N1CCC(N2CCC(C(=O)N3CCOCC3)CC2)CC1
    -4	1	-4	0	5	-3	4	-9	-6
COC(=O)C1=C(C)N(CC2CC2)C(=NCCN2CCOCC2)N[C@H]1c1ccccc1
    -1	3	4	-3	3	14	2	0	4
O=C1N[C@@H](c2ccccc2)COC(=O)[C@H](Cc2ccc(F)cc2)CC/C=C/C[C@H]1CC(=O)N(CCO)Cc1ccccc1
    0	6	6	.	.	4	15	.	.
CCN1CCN(Cc2ccc(NC(=O)c3ccc(C)c(NC(=O)c4c[nH]c5cc(C(F)(F)F)ccc5c4=O)c3)cc2C(F)(F)F)CC1
    -11	-36	-10	-20	-23	-7	-1	-17	-28
CC(Nc1ccc(Cl)cc1)C(=O)NN (stereo not drawn)
    -2	-6	6	-2	2	4	5	-4	0
Cc1c(C=O)c2ccccc2n1CC(=O)NCc1ccc2c(c1)OCO2
    1	6	4	-5	6	0	-2	7	1
c1ccc2c(C[C@@H]3CNCCN3CCCCC3CCCCC3)cccc2c1
    1	5	14	.	.	2	-1	.	.
CCOc1cc(/C=C/C(=O)OCC(=O)NC2CCS(=O)(=O)C2)ccc1OCc1ccccc1 (stereo not drawn)
    0	-1	6	-1	-6	-12	-8	-4	0
CCOc1ccccc1N1CC(C(=O)Nc2cc(S(C)(=O)=O)ccc2Cl)CC1=O (stereo not drawn)
    2	-6	1	3	2	8	8	-4	-5
CCOC(=O)c1ccc(NC(=S)Nc2cc(C)cc(C)n2)cc1
    2	-7	4	0	6	-3	3	-2	0
Cc1ccccc1NC(=O)N1C2CCC1CC(O)(c1cccnc1)C2 (stereo not drawn)
    0	5	0	5	15	1	-1	0	5
CCc1ccc(CC2(O)CC(C)N(C)CC2C)cc1 (stereo not drawn)
    0	2	-3	0	6	2	-3	-3	0
CCn1c(SCc2nc3ccccc3s2)nnc1-c1ccccc1
    -8	5	11	-1	4	-1	1	3	-6
CN(C)CCC(O)c1ccccc1 (stereo not drawn)
    5	-6	6	-1	3	3	0	1	-1
COc1ccc(NC(=O)COc2ccc(/C=C/c3cccc[n+]3C)cc2OC)cc1
    2	-10	0	1	6	-2	1	-5	-1
COc1ccc(C(=O)Nc2nnc(C)s2)cc1S(=O)(=O)N1CCOCC1
    3	3	-1	0	.	13	-1	-2	.
c1cc2c3c(cccc3c1)C(N1CCCCCC1)=N2
    -3	-3	3	0	-7	5	-1	-1	0
c1ccc(OCCN2CCOCC2)cc1
    0	-2	4	6	-5	7	4	1	0
O=C(Nc1cccc(CCc2ccccn2)c1)c1ccc(Cl)cc1
    -2	.	7	-4	-1	.	.	1	-4
COc1ccc(-c2c(C(C)=O)c(C)n(C)c2C)cc1
    2	6	-4	-6	-2	7	2	-14	-4
COCc1cc(C)nc(SCC(=O)Nc2cc(C(F)(F)F)ccc2N2CCOCC2)c1C#N
    -3	-3	7	-1	8	1	0	14	6
Cn1c(CN2CCN(CCO)CC2)c(C#N)c2ccccc21
    5	-6	2	-1	5	3	1	-2	-2
Cc1ccc(C(=O)COC(=O)CNC(=O)c2ccc(Br)o2)cc1[N+](=O)[O-]
    6	2	-1	1	19	4	6	-4	2
CCN(CC)S(=O)(=O)c1ccc(C)c(NC(=O)CNCc2ccccc2OC)c1
    -2	-9	10	-3	-5	12	1	15	10
COc1nc(Nc2ccc(-c3nc4ccccc4o3)cc2)nc(N2CCOCC2)n1
    -3	-13	-2	0	-2	-10	-6	-9	-21
CC(C)Nc1nc(-c2ccccn2)nc(-c2ccccc2)c1C#N
    1	4	4	4	-3	3	4	-1	4
C#CC[N+]1(CC#Cc2cccc(C)c2)CCCCC1
    -4	-4	4	1	2	4	4	-1	0
Cn1c(=O)c2c(nc(NCCO)n2C)n(C)c1=O
    1	2	-7	3	2	5	2	0	-3
C=CCNC(=O)c1ccccc1NS(=O)(=O)c1ccc(OC)c(C(=O)N2CCOCC2)c1
    -1	11	-4	-4	10	-9	-5	-6	6
Cc1cc(CNC(=O)c2ccc(C)c([N+](=O)[O-])c2)c2ccccc2n1
    -9	4	0	-1	-8	2	3	3	-4
Nc1nonc1N/N=C/c1c(O)ccc2ccccc12
    1	18	23	-29	-21	31*	15	30*	24*
COc1ccc(C(=O)Nc2ccc(NC(=O)c3ccco3)c(Cl)c2)cc1OC
    3	-2	1	-6	0	4	4	-12	-1
C=CCOc1ccccc1C(=O)/C=C1/C(=O)Nc2ccccc21
    -1	0	2	-4	3	6	7	-2	1
O=C(c1cccc(Oc2ccccc2)c1)N1CCOCC1
    0	0	-2	4	4	5	0	1	0
Cc1cc(C)n(-c2cccc(F)n2)n1
    0	4	0	0	-9	1	0	-1	0
Cc1cccc(C)c1NC(=O)CCS(=O)(=O)c1cccc2nsnc12
    -11	-7	-6	0	-7	-3	-9	-6	-5
FC(F)(F)c1cccc(OCCN2CCN(Cc3ccccc3)CC2)c1
    5	3	-2	2	-9	3	0	-1	1
Cn1c(=O)c(=O)n(C)c2cc(S(=O)(=O)N3CCc4ccccc43)ccc21
    3	-12	5	0	0	-4	5	13	0
C=CCOC(=O)C1=C[C@@H](c2ccccc2)C[C@@H](OCc2ccc(CO)cc2)O1
    0	-11	9	0	2	-7	5	-3	3
COc1ccccc1N(CC(=O)N1CCCC1)S(=O)(=O)c1ccc(C)cc1
    9	-7	-1	0	0	9	11	0	3
O=C(Oc1ccc(Br)cc1C(=S)N1CCCC1)c1ccccc1Cl
    -2	-3	15	1	2	0	5	0	-3
Cc1ccccc1C(=O)Nc1ccc(N2CCOCC2)nc1
    -2	5	-6	2	5	3	5	-1	5
COC(C)(C)[C@H](O)COc1c2ccoc2cc2oc(=O)ccc12
    -5	-1	-7	4	0	-2	4	2	-1
Cc1ccc(/C=N/c2sc3c(c2C#N)CCCCC3)o1
    -5	4	6	-2	12	2	11	-1	4
COc1cc(OC)cc(C(=O)N[C@@H](CCSC)c2nc3ccccc3[nH]2)c1
    0	8	2	1	-9	2	6	-4	1
Cc1ccc(S(=O)(=O)N(C)C)cc1NC(=O)COC(=O)c1ccc2c(c1)OCO2
    -8	60*	0	2	-3	-3	2	13	2
CCC1Oc2ccccc2N(CC(=O)NCCCN2CCOCC2)C1=O (stereo not drawn)
    2	1	0	0	1	-4	0	-8	0
O=C(O)CSCCCC(=O)Nc1ccc(Br)cc1
    2	-3	5	-3	-1	5	4	-4	-1
N#CCCN(C(=O)COC(=O)c1ccc(S(=O)(=O)N2CCCC2)cc1)c1cccc(Cl)c1
    -5	0	1	4	.	2	1	-1	.
O=C(N/N=C\c1ccc(Sc2ccccn2)o1)c1cccc(Br)c1
    -1	-1	0	0	-9	6	3	-7	-4
Cc1ccc(CSc2ccc(-c3ccco3)nn2)cc1
    -2	0	8	-4	0	3	8	-4	-3

In the list so far, these have a cyano group.
Sequence of screens: PAD4 inh	PAFAH2 inh	pPAFAH inh	LYPLA1 counter	GSTO1 inh	PAFAH1B3 inh	PAFAH1B2 inh	PME-1 primary	Fam108B counter
COCc1cc(C)nc(SCC(=O)Nc2cc(C(F)(F)F)ccc2N2CCOCC2)c1C#N
    -3	-3	7	-1	8	1	0	14	6
Cn1c(CN2CCN(CCO)CC2)c(C#N)c2ccccc21
    5	-6	2	-1	5	3	1	-2	-2
CC(C)Nc1nc(-c2ccccn2)nc(-c2ccccc2)c1C#N
    1	4	4	4	-3	3	4	-1	4
Cc1ccc(/C=N/c2sc3c(c2C#N)CCCCC3)o1
    -5	4	6	-2	12	2	11	-1	4
N#CCCN(C(=O)COC(=O)c1ccc(S(=O)(=O)N2CCCC2)cc1)c1cccc(Cl)c1
    -5	0	1	4	.	2	1	-1	.

Remaining list, next part.
Sequence of screens: PAD4 inh	PAFAH2 inh	pPAFAH inh	LYPLA1 counter	GSTO1 inh	PAFAH1B3 inh	PAFAH1B2 inh	PME-1 primary	Fam108B counter
CC(C)CN(C(=O)COc1ccc([N+](=O)[O-])cc1)c1c(N)n(CC(C)C)c(=O)[nH]c1=O
    -1	2	-4	4	.	8	4	-5	.
COC(=O)Cc1cc(=O)n(-c2nc3ccccc3[nH]2)[nH]1
    4	2	21	-2	11	13	-1	2	0
COc1ccc(CNC(=O)COc2ccccc2C(=O)c2cnn(-c3ccccc3)c2)cc1OC
    1	4	12	0	.	4	-4	-5	.
CNC(=O)c1ccc(NC(=O)c2cc(S(=O)(=O)N(C)C)ccc2N2CCCC2)cc1
    1	-9	-3	2	.	-1	-4	1	.

As a short view, some entries already given:
Sequence of screens: PAD4 inh	PAFAH2 inh	pPAFAH inh	LYPLA1 counter	GSTO1 inh	PAFAH1B3 inh	PAFAH1B2 inh	PME-1 primary	Fam108B counter
O=C(O)CSCCCC(=O)Nc1ccc(Br)cc1
    2	-3	5	-3	-1	5	4	-4	-1
N#CCCN(C(=O)COC(=O)c1ccc(S(=O)(=O)N2CCCC2)cc1)c1cccc(Cl)c1
    -5	0	1	4	.	2	1	-1	.
O=C(N/N=C\c1ccc(Sc2ccccn2)o1)c1cccc(Br)c1
    -1	-1	0	0	-9	6	3	-7	-4
Cc1ccc(CSc2ccc(-c3ccco3)nn2)cc1
    -2	0	8	-4	0	3	8	-4	-3
CC(C)CN(C(=O)COc1ccc([N+](=O)[O-])cc1)c1c(N)n(CC(C)C)c(=O)[nH]c1=O
    -1	2	-4	4	.	8	4	-5	.

Screening results from PubChem BioAssay.
